# Screening data deposited in PubChem BioAssay by National Center for Advancing Translational Sciences (NCATS).
# HP1b chromo inh: HP1-beta chromodomain-methylated histone interaction inhibition | Potency, µM (top dose mostly 114 µM), inactives show at the top dose activity change, negative = inhibition, hits mostly inhibitors | 0.56% of 390,000 active | AID 540317 | P83916 | AlphaScreen HP1-beta / biotin-H3K9me3 peptide binding; further: nearly all actives have a fitted effect of over 70% in size; inactives centre near 23
# Target sequence (P83916 whole entry, looked up): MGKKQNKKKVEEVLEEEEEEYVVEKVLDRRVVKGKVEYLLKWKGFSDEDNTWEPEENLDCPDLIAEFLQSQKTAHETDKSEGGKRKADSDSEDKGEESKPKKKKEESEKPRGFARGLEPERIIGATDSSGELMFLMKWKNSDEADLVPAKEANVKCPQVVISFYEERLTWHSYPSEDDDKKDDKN
#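 Compound inhibition of the preformed complex between 50 nM HP1-beta and 50 nM biotinylated H3K9me3 peptide was read by AlphaScreen. Buffer was PBS pH 7.4 with 0.01% Tween-20. Incubations ran 30 min at room temperature, with 10 ug/mL donor/acceptor beads.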
# JMJD2A Tudor inh: JMJD2A Tudor domain (human) inhibition; Potency, µM (doses to about 114 µM), for the others: at the top dose activity change, negative = inhibition, actives largely listed as inhibitors; AlphaScreen JMJD2A-Tudor / H3K4me3 peptide binding; AID 504339; 4.4% of 390,000 active; further: on the % scale 0 is the no-effect control and ±100 the full control effect; nearly all actives have a fitted effect of over 50% in size
# ERG-DNA inh: blocks human ERG Ets domain binding to DNA. 0.028% of 370,000 active. fluorescence polarization, His-ERG Ets domain / labelled DNA. Potency, µM (top dose mostly 76.9 µM), without a hit: top-dose FP activity, negative = inhibition, actives largely listed as inhibitors. P11308; active means well fitted inhibition curve with a large enough effect in the polarisation, with a control signal flat; inconclusive means small, poorly fitted or top-dose-only effect, or effect the other way, or a change in a side signal; inactive means no such curve, though single readings can be large or run the other way; the % refers to the polarisation;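 further: polarization taken with two DNA probes labelled with fluorescein and Texas red; % of control where 0% means no effect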
# Target sequence (P11308 whole entry, looked up, the tested form may be a part): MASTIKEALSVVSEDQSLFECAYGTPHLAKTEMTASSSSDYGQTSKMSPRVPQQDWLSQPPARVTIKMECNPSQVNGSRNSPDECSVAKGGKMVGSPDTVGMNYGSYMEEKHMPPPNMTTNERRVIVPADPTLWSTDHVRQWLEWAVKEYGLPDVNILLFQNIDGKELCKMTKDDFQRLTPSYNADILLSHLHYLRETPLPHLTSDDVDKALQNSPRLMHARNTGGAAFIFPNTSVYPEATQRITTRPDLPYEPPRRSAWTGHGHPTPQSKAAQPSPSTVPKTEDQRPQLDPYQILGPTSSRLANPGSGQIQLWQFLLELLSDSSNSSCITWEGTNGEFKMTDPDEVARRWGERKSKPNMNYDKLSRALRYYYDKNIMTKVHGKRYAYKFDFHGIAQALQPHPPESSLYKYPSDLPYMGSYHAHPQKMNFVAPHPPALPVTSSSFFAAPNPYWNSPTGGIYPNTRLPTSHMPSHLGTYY
#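 His-tagged ERG Ets domain (1 uM in the protein solution; 300mM KCl, 50mM Tris-HCl, 1mM EDTA, 1mM DTT, pH 7.5) received compound, then a probe mix of 5 nM fluorescein-DNA and 100nM Texas-615-DNA. Fluorescence polarization was read for both dyes.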
# Pin1 inh: blocks the human prolyl isomerase Pin1; Potency, µM (series often up to 115 µM), inactives show at the top dose activity, negative = inhibition, usual class: inhibitors; Pin1 FP peptide displacement, HiFluor488, 10 min; 0.009% of 390,000 active; active means well fitted inhibition curve with a large enough effect in the polarisation, with a control signal flat, not every such curve was filed as active; inconclusive means small, poorly fitted or top-dose-only effect, or effect the other way, or a change in a side signal; inactive means no such curve, though single readings can be large or run the other way; the % refers to the polarisation; further: on the % scale 0 is the no-effect control and ±100 the full control effect
# rTrxR1 inhibitor: rat TrxR1 inhibition. recombinant rTrxR1, NADPH fluorescence consumption, selenite substrate. Potency, µM (series often up to 114 µM), for the others: at the highest dose activity change, negative = inhibition, hits mostly inhibitors. 1% of 390,000 active. AID 588453; further: on the % scale 0 is the no-effect control and ±100 the full control effect; nearly all actives have a fitted effect of over 65% in size
#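 Rat TrxR1 (90 nM in the dispensed reagent) was pre-reduced with 400 uM NADPH for 5 min at room temperature, then incubated with compound for 15 min. After 400 uM selenite was added, NADPH fluorescence (Ex 340/Em 450 nm) was followed for 8 min.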
# PGK inhibitor: inhibitors of T. brucei phosphoglycerate kinase | P07378 | PGK/GAPDH coupled, Kinase-Glo luminescence, 60 min | Potency, µM (doses to about 57.5 µM), for the others: at the highest dose activity change, negative = inhibition, most hits filed as inhibitors | 0.043% of 380,000 active; further: on the % scale 0 is the no-effect control and ±100 the full control effect; nearly all actives have a fitted effect of over 60% in size
# Target sequence (P07378 whole entry, looked up): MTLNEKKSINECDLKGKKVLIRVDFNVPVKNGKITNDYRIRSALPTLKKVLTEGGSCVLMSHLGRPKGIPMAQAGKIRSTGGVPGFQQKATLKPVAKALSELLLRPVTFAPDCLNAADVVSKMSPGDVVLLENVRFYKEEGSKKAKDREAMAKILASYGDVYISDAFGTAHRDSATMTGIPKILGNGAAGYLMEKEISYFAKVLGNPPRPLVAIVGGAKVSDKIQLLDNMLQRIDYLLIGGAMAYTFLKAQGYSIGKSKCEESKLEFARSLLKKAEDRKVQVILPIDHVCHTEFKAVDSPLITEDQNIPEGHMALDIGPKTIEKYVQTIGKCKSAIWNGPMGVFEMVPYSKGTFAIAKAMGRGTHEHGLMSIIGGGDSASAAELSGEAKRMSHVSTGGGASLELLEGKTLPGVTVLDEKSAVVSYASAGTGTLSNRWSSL
#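 Luminescent ATP detection (Kinase-Glo Plus) follows a 60-minute room-temperature incubation, with wells lacking PGK as controls. Buffer: 100 mM TEA (pH 7.6), 5 mM MgCl2, 0.01% Tween-20. Coupling enzyme GAPDH (100 nM final) supplies unstable 1,3-BPG in-well.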
# RGS4 inhibitor: inhibitors of human regulator of G protein signaling 4; P49798; Potency, µM (highest dose often 114 µM), inactives show top-dose activity change, negative = inhibition, most hits filed as inhibitors; 0.039% of 390,000 active; Transcreener GDP fluorescence polarization, RGS4-accelerated GTP hydrolysis; further: on the % scale 0 is the no-effect control and ±100 the full control effect; nearly all actives have a fitted effect of over 75% in size; some results filed as inactive show a strong effect at the top dose
#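 MLSMR compounds (23 nl, pin-transferred) preincubated 10 min at room temperature with a 500nM (2x) first reagent, then RGS4 at 900nM (2x) plus Transcreener GDP mix added; fluorescence polarization (620/688 nm) read before and after 90 min at 30 °C.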
# GLS inh: blocks human kidney-isoform glutaminase activity. O94925. GLS enzymatic activity, qHTS titration. AID 624170. Potency, µM (series often up to 45.5 µM), without a hit: at the top dose activity change, negative = inhibition, actives largely listed as inhibitors. 0.21% of 410,000 active; further: on the % scale 0 is the no-effect control and ±100 the full control effect
#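 hKGA; 45 mM KH2PO4 pH 8.2 + 0.02% Tween-20; cpd via pin tool; 1 mM Gln soln; GluOx/HRP/Amplex Red; RT 30 min; fluor. t0 & final.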
# 12-LOX inh: inhibitors of human 12S-lipoxygenase ALOX12; Potency, µM (highest dose often 108 µM), for inactives: at the top dose activity change, negative = inhibition, hits mostly inhibitors; AID 1671190; P18054; purified 12hLO, xylenol orange hydroperoxide absorbance; 1.1% of 580,000 active; further: on the % scale 0 is the no-effect control and ±100 the full control effect
#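 Purified human 12hLO (150 nM final) in 25 mM Hepes, 0.01% Triton X-100, pH 7.0 was preincubated 15 min at room temperature with compound. Then 40 uM arachidonic acid was added, 30 min. Hydroperoxide was read by Fe-XO absorbance ratio 573/405 nm.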
# Starred values were filed as active, the others as inactive; i = inactive; ? = inconclusive; nt = not tested or not shown; & = joins results of further samples; [ ] = another dose, or the depositor's remark. Unless noted, the call rests on the fitted dose curve; in most records, active means well fitted curve in the direction sought with a large enough effect; inconclusive means small, poorly fitted or top-dose-only effect, or another doubt; inactive means no such curve, though single readings can be large; an effect the other way counts as inactive or inconclusive. Potency means the concentration at half of the fitted maximal effect. The list is partial, so the mix of outcomes need not match the whole.
SMILES,HP1b chromo inh,JMJD2A Tudor inh,ERG-DNA inh,Pin1 inh,rTrxR1 inhibitor,PGK inhibitor,RGS4 inhibitor,GLS inh,12-LOX inh
Cc1ccc(NC(=O)C(C)N2CCc3ccccc3C2)cc1 (stereo not given),37%,6%,-2%,5%,32%,-3%,-18%,3%,4%
COc1ccccc1CNC(=O)COC(=O)c1ccccc1SCC(=O)N1CCCC1,3%,-8%,-8%,1%,-9%,-1%,1%,3%,-23%
COc1cccc(C2=NOC(C(=O)Nc3ccccc3SC)C2)c1 (stereo not given),-18%,-5%[57.1 µM],5%,-2%,12%,-2%,-12%[56.9 µM],7%,-5%
CCC(C)[C@H](NC(=O)Nc1ccc(C(C)=O)cc1)C(=O)OC (stereo not given in full),11%,-10%,-5%,-4%,-3%,4%,20%,17%,37%[activator]
CCOC(=O)C1CCN(c2ncnc3c2cnn3-c2ccccc2)CC1,40%[activator],22%,-6%,-4%,12%,-2%,27%,-4%,-7%
Cc1c(-c2ccc(Cl)cc2)[n+](=O)c2c(n1[O-])CCCC2,21%,-3%,24%,-4%,-2%,4%,-10%,12%,0%
CC1=NN(C(=O)c2ccc(Cn3cc(Br)c([N+](=O)[O-])n3)o2)C(O)(C(F)(F)F)C1 (stereo not given),29%,-18%,-14%,0%,-17%,-2%,8%,-9%,0%
COc1ccc(CCNC(=O)c2ccc3c(c2)N(Cc2cccc(C)c2)C(=O)c2ccccc2S3(=O)=O)cc1OC,17%,-24%,1%,10%,20%,8%,-10%,-6%,0%
CC1CCc2c(nc3sc4c(c3c2N)CCCC4)C1 (stereo not given),43%[activator],-17%,-1%,2%,11%,-6%,-8%,-17%,-11%
COc1ccc(NC2CC(=O)N(c3ccccc3)C2=O)cc1 (stereo not given),18%,-6%,-6%,-15%,-43%,4%,9%,17%,22%
O=C(CN1CCN(Cc2ccccc2)CC1)N/N=C/c1ccc(Br)s1,24%,0%,5%,11%,-6%[57.1 µM],-6%,-25%,0%,70%
Cc1ccc(O)c(-c2cc(C(=O)Nc3ccc(S(=O)(=O)N4CC(C)OC(C)C4)cc3)[nH]n2)c1 (stereo not given),30%,-5%,8%,-3%,6%,-7%,3%,-10%,10%
Cc1cc(C(=O)COC(=O)c2ccccc2Br)c(C)n1CC1CCCO1 (stereo not given),-6%,?,-6%,3%,22%,-18%,16%,2%,4%
O=C(CN1CCN(Cc2ccccc2Cl)CC1)N/N=C/C=C/c1ccccc1[N+](=O)[O-],-30%,?,-10%,1%,5%[57.1 µM],-1%,-25%,22%,2%
CC1CC(C)CN(S(=O)(=O)c2ccc(NC(=O)C3COc4ccccc4O3)cc2)C1 (stereo not given),55%[activator],-6%,-5%,21%,22%,-11%,-8%,-11%,420%[activator]
C(=N\N1CCN(c2ccccn2)CC1)/c1ccccn1,-7%,-21%,-11%,-6%,2%[57.1 µM],-7%,-3%,6%,?
CCCSc1nc(C)cc(C)c1S(=O)(=O)c1ccccc1C,182%[activator],29%[11.4 µM],?,-3%,-17%,4%,5%[11.4 µM],0%,0%
C=CCNC(=S)Nc1nc2c(cc1C(=O)OCC)CCCC2,33%,-9%,5%,17%,-20%,0%,8%,7%,-8%
Cc1ccc(C2(c3noc(CN4CCC(c5ccncc5)CC4)n3)CCCC2)cc1,16%,-27%,-4%,1%,14%,-3%,-18%,-5%,-4%
CCOc1ccc(OCCC(=O)NNC(=O)c2cc(C)oc2C)cc1,4%,-14%,0%,-4%,-3%,-3%,-2%,8%,0%

# The closing 4 entries of the section before are carried over, then new ones follow:
SMILES,HP1b chromo inh,JMJD2A Tudor inh,ERG-DNA inh,Pin1 inh,rTrxR1 inhibitor,PGK inhibitor,RGS4 inhibitor,GLS inh,12-LOX inh
CCCSc1nc(C)cc(C)c1S(=O)(=O)c1ccccc1C,182%[activator],29%[11.4 µM],?,-3%,-17%,4%,5%[11.4 µM],0%,0%
C=CCNC(=S)Nc1nc2c(cc1C(=O)OCC)CCCC2,33%,-9%,5%,17%,-20%,0%,8%,7%,-8%
Cc1ccc(C2(c3noc(CN4CCC(c5ccncc5)CC4)n3)CCCC2)cc1,16%,-27%,-4%,1%,14%,-3%,-18%,-5%,-4%
CCOc1ccc(OCCC(=O)NNC(=O)c2cc(C)oc2C)cc1,4%,-14%,0%,-4%,-3%,-3%,-2%,8%,0%
COCCN1Cc2cccc(C(=O)NC(C)c3cccs3)c2C1=O (stereo not given),24%,1%,-1%,4%,11%,-2%,14%,-8%,0%
CCOC(=O)CNC(=O)CSc1nc(N(C)C)nc(N2CCOCC2)n1,45%,1%,-4%,-5%,7%[57.1 µM],i,-5%,-4%,-24%
N#Cc1ccc(OCC(=O)NCCc2ccc(S(N)(=O)=O)cc2)cc1,25%,-11%,0%,-11%,-9%,6%,5%,-5%,490%[activator]
CN(C)C(CNS(=O)(=O)c1ccc(Cl)cc1F)c1ccco1 (stereo not given),33%,-10%,10%[15.4 µM],2%,-8%,-1%,-35%,3%,15%
O=C(O)c1ccc(NC(=O)c2cccc(N3C(=O)C4C5CCC(C5)C4C3=O)c2)cc1 (stereo not given),28%,4%,0%,-3%,1%,-10%,14%,5%,-7%
O=C(Nc1cc(Cl)ccc1-n1cncn1)c1ccc([N+](=O)[O-])s1,-2%,?,10%,3%,?,-8%,-6%,1%,nt
Cc1cccc(-n2c(C)nc3cc(C(=O)NCc4ccc5c(c4)OCO5)ccc32)c1,4%,-34%,nt,5%,4%,-2%,-13%,1%,0%
Cc1cc(S(=O)(=O)NC2CCCC2)ccc1-n1cnnn1,?,-13%,23%,-2%,-13%[57.1 µM],-5%,1%,9%,?
CCCNS(=O)(=O)c1cccc(C(=O)NNC(=O)c2cc(C)oc2C)c1,30%,-10%,2%,-2%,6%[11.4 µM],15%,-9%,-1%,1%
NNc1ncnc2sc3c(c12)CCC3,-2%,22µM*,-5%,-3%,6%[57.1 µM],-1%,-12%,?,?
CN(/C=C/C(=O)C(F)(F)C(F)(F)F)Cc1ccccc1,37%,3%,-3%,2%,-7%,0%,0%,nt,4%
Cc1ccc(C(C#N)c2ccc(C(=O)c3ccc(F)cc3)cc2)cc1 (stereo not given),75%[activator],51%[activator],8%,1%,21%,-4%,13%,-4%,-1%
CSc1nc2ccccc2cc1/C=C(\C#N)c1ccc(Cl)c(Cl)c1,28%,-15%,0%,0%,-22%[57.1 µM],-1%,-35%,-1%,14%
O=C(C1CCN(S(=O)(=O)c2cccc3cccnc23)CC1)N1CCN(Cc2ccccc2)CC1,50%[activator],-6%,1%,-7%,?,i,-13%,-9%,9%
Cc1cccc(N2CCN(S(=O)(=O)c3ccc4c(c3)CC(=O)N4C)CC2)c1C,38%&44%,4%&-21%,0%&0%,-6%&51%,37%&-2%[activator],-6%&2%,10%&1%,0%&0%,19%&3%
CCOc1ccc(OCCCC(=O)N(C)CC(=O)Nc2ccc(N3CCOCC3)cc2)cc1,-9%,-18%,6%,6%,10%,1%,5%,30%,-12%
C[C@@H](N)C(=O)NC[C@H]1CC[C@H](C(=O)N[C@@H](Cc2ccccc2)C(=O)O)CC1,70%[activator],-1%,1%,2%,3%[57.1 µM],-4%,18%,-1%,0%
CCc1cccc(NC(=O)c2oc3ccc4c(c3c2C)C(=O)CC(C)(C)O4)c1,31%,3%,-2%,23%,9%,-10%,-4%,2%,-7%
C=C1[C@@H](CCO)N(S(=O)(=O)C(C)(C)C)C[C@@H]1C,58%[activator],5%,11%,7%,11%,-1%,-8%,-9%,2%
Cc1cc(C)c2oc(C(=O)Nc3ccc(S(=O)(=O)N4CCCC(C)C4)cc3)cc(=O)c2c1 (stereo not given),35%,-6%,8%,1%,-14%,-7%,-3%,-1%,2%
CC(=O)N1CCN(S(=O)(=O)c2cccc(C(=O)Nc3ccc4c(c3)CCC4)c2)CC1,28%,-20%,2%,?,-10%,-10%,25%,3%,-24%
Cc1cc(Cl)c(S(N)(=O)=O)cc1OCC(N)=O,28%,-8%,-6%,-4%,4%,-8%,-32%,15%,-19%
COc1cc(NC(=O)COC(=O)CNC(=O)c2ccc(Cl)cc2)c(C)cc1[N+](=O)[O-],16%,-15%,6%,-2%,-16%,i,-18%,-9%,-11%
COC(=O)c1ccc(/C=N\NC(=O)c2c(C)nc3ccc(Cl)cn23)cc1,29%,-12%,12%,-4%,19%,-2%,-2%,-2%,nt
CCOCC(=O)Nc1cc([N+](=O)[O-])ccc1C,32%,1%,-5%,5%,11%[57.1 µM],-2%,6%,3%,22%
CC1CCCN(C(=O)C2CCN(Cc3ccc4c(c3)OCO4)CC2)C1 (stereo not given),-36%,2.2µM*,-7%,-6%,12%,-11%,10%,0%,?
CCOc1ccccc1NC(=O)CN1CCCN(Cc2cccc(Cl)c2)S1(=O)=O,10%,-16%,4%,24%,32%,-2%,8%,1%,-11%
CCOc1ccc(CNC(=O)Nc2ccc3c(c2)N(C)C(=O)c2ccccc2S3)cc1,17%,-14%,-9%,23%,1%,6%,18%,-11%,-17%
COc1ccc2[nH]c(C(=O)N3CCN(c4ccccc4F)CC3)c(C)c2c1,15%,-24%,-3%,-5%,11%,nt,-7%,1%,-28%
c1ccc(CN2CCC(N3CCC(N4CCCCCC4)CC3)CC2)cc1,-11%,1.4µM*,0%,5%,-1%[57.1 µM],i,-3%,-7%,nt
